Rpn11 inh – blocks the human proteasome subunit Rpn11 | human 26S proteasome, Ub4-pepOG fluorescence polarization; 20S core pre-blocked with epoxomicin | calls only at 20 µM | actives 0.59% (n = 360,000) | AID 588493;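 active means inhibition at 20 µM, scaled to each plate's controls, above about 33%, limit read from the data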
FAS-TE inh – blocks the thioesterase domain of human fatty acid synthase | P49327 | recombinant FAS-TE, OMFH fluorogenic substrate, fluorescence endpoint | inhibition, % at 15 µM | actives 0.67% (n = 360,000);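 active means compounds whose normalised, plate-corrected inhibition of enzyme fluorescence in the single-dose primary screen is 50% or more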;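 further: 0% = DMSO with enzyme and 100% = substrate without enzyme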
MT1-MMP act inh – blocks activation of human MT1-MMP | HT1080 RFP-PRO-GFP cells, GFP/RFP ratio fluorescence, overnight; percent of plate control window, DMSO zero | actives 0.061% (n = 360,000) | P50281 | AID 651647 | GFP/RFP ratio change, % at 20 µM;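 active means GFP/RFP ratio change of at least 30% with cell ATP level not reduced by more than half and red fluorescence within 50% of control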; further: strong numbers were not always called active
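Test system: HT1080 cells expressing an RFP-PRO-GFP fluorescent reporter construct / Compound dosing: single-point 20 µM compound, 1% DMSO / Schedule: cells overnight before dosing, compound overnight, 37 °C, 5% CO2 / Evaluation: GFP/RFP fluorescence ratio / Control set: DMSO and RFP-L50D-GFP cell wells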
Neddyl block – cullin neddylation inhibition | TR-FRET cullin neddylation, biochemical | calls only at 25 µM | actives 0.58% (n = 360,000) | AID 651699; in the data active means inhibition above about 36%
NadD block – blocks S. aureus nicotinate mononucleotide adenylyltransferase | purified NadD enzyme, colorimetric absorbance read-out | inhibition, % at 20 µM | actives 0.78% (n = 360,000); in the data active means inhibition above about 26%; further: some compounds past the cut are filed as inactive
PABP1 MLLE inh – blocks PAM2 peptide binding to the PABP1 MLLE domain; actives 0.36% (n = 360,000); P11940; AID 588489; inhibition, % at 20 µM; GST-MLLE / FITC-PAM2 fluorescence polarization; in the data active means inhibition above about 35%, passing the limit was not always enough;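 further: plate controls were DMSO wells with GST-MLLE for no effect and wells lacking GST-MLLE protein for full effect; some results filed as inactive read as strong as hits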
CSN deneddyl inh – CSN deneddylation inhibition; Purified CSN, SCF-Nedd8-OG deneddylation, fluorescence polarization; Q92905; actives 0.38% (n = 360,000); inhibition, % at 12.5 µM;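 active means pattern-corrected inhibition above about 35%, with an unprinted fluorescence ratio check between 0.5 and 1.5, limit read from the data, passing the limit was not always enough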;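 further: 0% = enzyme with substrate and 100% = substrate without enzyme; some results filed as inactive read as strong as hits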
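Assay system: Purified human Csn5 enzyme expressed in HEK293T cells | Amount: Enzyme 0.24 nM | Measured by: Fluorescence polarization readout | Medium: Tris/NaCl/DTT buffer, pH 7.5 | Compound dosing: One concentration, 12.5 µM, 0.25% DMSO | Times: 90 min incubation of compound, enzyme and substrate at room temperature | Control set: no-enzyme wells high, enzyme-with-substrate wells low | Read-out: % inhibition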
Rin1 Abl inh – blocks binding of human Rin1 to Abl; actives 0.4% (n = 360,000); inhibition, % at 7.35 µM; P00519+Q13671; TR-FRET Rin1/Abl binding, biochemical; AID 588664; in the data active means inhibition above about 5%, passing the limit was not always enough
SKN-1 inh – C. elegans SKN-1 inhibition. C. elegans VP596 Pgst-4::GFP/RFP ratio, acrylamide-induced, 24 h. inhibition, % at 21.8 µM. actives 0.49% (n = 360,000);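 active means interference check ratio from 0.5 to 1.5 plus GFP to RFP signal ratio inhibition reaching or exceeding a fixed threshold, cut at about 30% in these data, passing the limit was not always enough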; further: some compounds called inactive have numbers as strong as hits
Starred values were filed as active, the others as inactive; i = inactive; nt = no result given; + = active, no number.

SMILES	Rpn11 inh	FAS-TE inh	MT1-MMP act inh	Neddyl block	NadD block	PABP1 MLLE inh	CSN deneddyl inh	Rin1 Abl inh	SKN-1 inh
CC(OC(=O)CNC(=O)c1ccc(Br)cc1)C(=O)NC1CCCCC1C (configuration not stated)	i	-1	-1	i	0	-8	-1	2	4
O=S(=O)(Nc1cccc(-c2ccc3nncn3n2)c1)c1ccc(Cl)s1	i	15	-1	i	-1	-3	5	0	0
COc1ccc(S(=O)(=O)NC(CC(=O)NCCc2ccccc2)c2ccco2)cc1 (configuration not stated)	i	-4	1	i	0	-8	-4	0	-1
CC(=O)N(c1nnc(-c2cccc(C)c2)s1)C1CCCC1	i	13	3	i	-14	1	1	0	-4
CC(C)C(=O)Nc1cccc(NC(=O)c2ccc(Cl)cc2Cl)c1	i	-5	2	i	-8	9	-5	2	3
CCNc1nc(CN2CCOCC2)nc2sc3c(c12)CCC3	i	-6	3	i	0	13	1	-2	4
O=C(c1ccc(F)cc1Cl)N1CCN(S(=O)(=O)c2cccs2)CC1	i	0	0	i	-7	-2	0	-2	6
CC(C)C(=O)Nc1cc2c3c(c1)CCN3C(=O)CC2	i	-3	3	i	-3	8	4	-1	-1
CCCCC(Sc1nc(N)c(NC(=O)c2ccco2)c(=O)[nH]1)C(=O)O (configuration not stated)	i	-4	-2	i	-2	20	6	1	20
COc1ccc(OC)c(CN2C(=O)CSCC2(C)C(=O)NCc2ccccc2)c1 (configuration not stated)	nt	nt	10	i	nt	nt	-5	nt	-12
O=C(Nc1ccc2ccccc2c1)c1ccccc1F	i	7	0	i	-4	0	3	-2	3
Cc1cc(NC(=O)CN2C(=O)N(C)C3(CCCCC3)C2=O)ccc1Br	i	17	-3	i	-5	-7	-1	0	-11
O=CC1=C(N2CCOCC2)/C(=C\c2ccccc2)CC1	i	-2	-5	i	3	9	6	0	-7
Cc1nc(N2CCCCC2)nc(N2CCCCC2)c1C=O	+	-3	-8	i	4	-25	1	0	16
O=S(=O)(NCC(c1cccnc1)N1CCOCC1)c1cccs1 (configuration not stated)	i	-6	0	i	-3	3	-2	-3	10
Cc1ccc(NC(=O)CSc2nnc(-c3ccccc3Br)o2)cc1C	i	16	2	i	-3	-1	-4	1	-4
CCSc1ccccc1C(=O)NC1CCCCC1	i	0	-1	i	0	-6	-12	3	5
COc1ccc(CN(Cc2ccc(C(=O)O)cc2)C(=S)Nc2ccc(C)cc2)cc1OC	i	0	1	i	-4	-24	0	2	0
CCNC(=O)C(=O)NCC(c1cccs1)S(=O)(=O)c1ccc(C)cc1 (configuration not stated)	i	-5	0	i	-4	1	1	-1	-6
COc1ccc(CCNC(=O)c2cc(S(=O)(=O)N(C)C)ccc2N2CCCC2)cc1OC	i	-8	0	i	2	1	7	-1	3
COc1ccccc1N1CCN(CC(=O)N2CCCC2)CC1	i	-5	-2	i	-2	-1	-3	1	-4
O=C1c2ccccc2C(c2nnnn2-c2ccc3c(c2)OCCO3)N1CCc1ccc(O)cc1 (configuration not stated)	nt	-12	-1	i	-1	nt	-3	nt	-4
Cc1ccc(S(=O)(=O)N2CCCCC2)cc1C(=O)N(C)CC(=O)Nc1cccc(F)c1	i	1	8	i	-5	-9	2	-1	-2
O=C1CC2CS(=O)(=O)CC2N1C1CCCCC1 (configuration not stated)	i	-2	-3	i	2	14	-1	-2	8
CN(CC(=O)Nc1ccccc1Cl)C(=O)COC(=O)C1CCN(c2ccc(C(F)(F)F)cn2)CC1	i	13	1	i	-1	-5	2	-1	0
O=C(Nc1ccc(S(=O)(=O)Nc2nccs2)cc1)c1ccc(F)cc1	i	-2	2	i	1	-24	3	1	19
Cc1ccccc1-c1nnn(CC(=O)Nc2ccc3c(c2)OCCO3)n1	i	8	4	i	-9	6	9	-4	-2
O=C(CN1C(=O)NC2(CCCCC2)C1=O)NCCCSc1ccccc1	i	-3	-2	i	-7	-8	3	5	-7
CC1(c2ccc(Cl)cc2)NC(=S)N2C1NC(=S)N2c1ccccc1 (configuration not stated)	i	9	-1	i	-2	-64	-2	2	3
OCCN1CCN(c2ncnc3c2sc2nc(N4CCOCC4)c4c(c23)CCC4)CC1	i	-10	4	nt	-2	-15	28	15*	8
Nc1cc(N)nc(SCc2ccc(Cl)cc2)n1	i	-5	-1	i	-5	-5	5	3	7
COc1ccc(S(=O)(=O)NCCCn2ccnc2)cc1Cl	i	-6	2	i	-6	-3	1	-1	17
C[C@@H]1CN([C@H](C)CO)C(=O)c2cc(NC(=O)Nc3ccc(C(F)(F)F)cc3)ccc2O[C@H]1CN(C)S(=O)(=O)c1cccs1	i	16	-3	i	24	3	-2	1	3
Cc1ccc2c(c1)C1CN(C)CCC1N2C(=O)c1ccccc1NS(=O)(=O)c1ccc(F)cc1C (configuration not stated)	i	-6	-4	i	-3	-2	-6	0	9
COC(=O)CCC(=O)OC1(C)C(=O)C2=CN(CCc3ccccn3)C(c3ccc(OC)cc3)=CC2=C(Br)C1=O (configuration not stated)	i	-5	4	i	7	9	-3	1	17
CC1(C(=O)Nc2ccc3c(c2)OCCO3)CCN1C(=O)Cc1cc(F)ccc1F (configuration not stated)	i	-1	-4	i	-1	1	0	-6	-9
CCCN1CCN(C(=S)NCc2ccc(Cl)cc2)CC1	i	-2	2	i	-7	-139	1	1	7
CS(=O)(=O)N1N=C(c2ccc(Br)cc2)CC1c1ccc2c(c1)OCO2 (configuration not stated)	i	16	-26	i	-7	-22	4	-1	37
COCCN(CCOC)Cc1c(O)ccc2c1O/C(=C\c1ccc(C)o1)C2=O	i	-16	-51	i	1	-1	10	1	9
O=C(CN(C(=O)CCC(=O)Nc1nccs1)c1cccc(F)c1)NCCc1ccccc1	i	1	-3	i	0	-4	-2	-1	-5

Continued; the last 4 above are carried over.
SMILES	Rpn11 inh	FAS-TE inh	MT1-MMP act inh	Neddyl block	NadD block	PABP1 MLLE inh	CSN deneddyl inh	Rin1 Abl inh	SKN-1 inh
CCCN1CCN(C(=S)NCc2ccc(Cl)cc2)CC1	i	-2	2	i	-7	-139	1	1	7
CS(=O)(=O)N1N=C(c2ccc(Br)cc2)CC1c1ccc2c(c1)OCO2 (configuration not stated)	i	16	-26	i	-7	-22	4	-1	37
COCCN(CCOC)Cc1c(O)ccc2c1O/C(=C\c1ccc(C)o1)C2=O	i	-16	-51	i	1	-1	10	1	9
O=C(CN(C(=O)CCC(=O)Nc1nccs1)c1cccc(F)c1)NCCc1ccccc1	i	1	-3	i	0	-4	-2	-1	-5
COc1ccc(NC2=CC(c3ccc(OC)c(OC)c3)N(c3ccc(OC)cc3)C2=O)cc1 (configuration not stated)	i	25	-6	i	-2	6	-14	-3	9
Cc1c(Cl)cccc1NC(=S)NCCC(C)C	i	1	1	i	3	18	1	0	1
O=C(CNS(=O)(=O)c1ccc(Br)s1)N1CCN(C(=O)c2ccco2)CC1	i	-7	3	i	0	8	2	-5	5
O=C(Nc1ccn(CCCNCCN2CCOCC2)c(=O)n1)OCc1ccccc1	i	-7	-1	i	1	10	-5	0	1
NNC(=O)c1nc(Cl)c(Cl)c(N)c1Cl	i	-4	-1	i	1	-7	-1	-3	-7
O=C1C2C3C=CC(C3)C2C(=O)N1c1cccc(N2C(=O)C3C4C=CC(C4)C3C2=O)n1 (configuration not stated)	i	-3	2	i	9	-2	5	4	10

Limited to FAS-TE inh and Neddyl block (3 entries from above):
canonical_smiles	FAS-TE inh	Neddyl block
O=C(CNS(=O)(=O)c1ccc(Br)s1)N1CCN(C(=O)c2ccco2)CC1	-7	i
O=C(Nc1ccn(CCCNCCN2CCOCC2)c(=O)n1)OCc1ccccc1	-7	i
NNC(=O)c1nc(Cl)c(Cl)c(N)c1Cl	-4	i

Compound activity (PubChem)

Compounds as they come; about 3.9% have a hit in one of these screens.
